NCI-60 one-dose screen, 48 h, at 10 µM unless noted. Numbers give growth in % (100 = growth as untreated, 0 = no growth, -100 = all killed).
SNB-19 – SNB-19 CNS cancer cells. hit rate 2.5% among 81,000. AID 1794751
SF-268 – SF-268 CNS cancer cells. hit rate 3.1% among 82,000. AID 1794759
CAKI-1 – CAKI-1 renal cancer | hit rate 4.7% among 75,000 | AID 1794772
NCI-H23 – NCI-H23 lung cancer; hit rate 4% among 80,000; AID 1794731
SF-539 – SF-539 CNS cancer | AID 1794752 | hit rate 6.8% among 81,000
SNB-75 – SNB-75 CNS cancer | hit rate 5% among 79,000
SF-295 – SF-295 CNS cancer cells | hit rate 5.6% among 79,000 | AID 1794758
U251 – U251 CNS tumor cells | hit rate 5.4% among 80,000
A498 – A498 renal cancer cells; hit rate 5.4% among 76,000; AID 1794774
Starred values were filed as active, the others as inactive; / = no result given; & = joins results of further samples; [ ] = remark or other dose. How the source made its calls: active means growth percent below 10; inactive means the rest.

SMILES	SNB-19	SF-268	CAKI-1	NCI-H23	SF-539	SNB-75	SF-295	U251	A498
CCOC(=O)c1c2c(cn1Cc1cc(OC)c(OC)c(OC)c1)-c1oncc1CC2	99	100	88	106	97	90	100	108	96
COc1ccc(C2C(C(=O)Nc3cccc(C(F)(F)F)c3)=C(C)NC3=C2C(=O)CC(C)(C)C3)cc1 (stereo not given)	88	77	51	88	81	59	/	81	66
CCCOc1ccccc1OCCC	96	103	/	101	113	85	114	107	107
CCCCOc1ccc(Nc2nc3ccccc3nc2Nc2ccc(OCCCC)cc2)cc1	84	82	92	83	106	90	87	67	105
COc1ccc(C(=O)CCC(=O)O)cc1F	102	108	82	115	104	114	104	100	95
Cc1ccc(C2=CSC3=NC(=O)C(CCN4CCOCC4)N23)cc1 (stereo not given)	97	97	89	100	92	80	/	75	80
NC1=NC2(CCCCC2)N(c2ccc(S(=O)(=O)Nc3ccccn3)cc2)C(N)=N1	96	102	92	101	106	109	100	98	122
Cc1ccc(C(c2c(O)c3cc(C)ccc3[nH]c2=O)c2c(O)c3cc(C)ccc3[nH]c2=O)cc1	94	94	86	101	94	89	89	86	104
COc1ccc(-c2nc(C#N)c(NCC(c3ccccc3OC)N(C)C)o2)cc1 (stereo not given)	88	72	/	98	75	66	100	54	91
CCc1ccc(C2=NN(c3ccc(S(N)(=O)=O)cc3)C(c3ccccc3)C2)cc1 (stereo not given)	100	95	79	100	105	84	104	98	130
CCOC(=O)N1CCN(CCCCCOc2ccccc2N)CC1	100	89	92	99	96	91	90	100	106
COc1cc2c(cc1-c1c(C)noc1C)ncc1nc(C3CCOCC3)n(C3CCC(OC(F)F)CC3)c12 (stereo not given)	75	65	43	57	57	13	53	76	42
CC(CCc1ccccc1)NC(=O)c1n[nH]c(=O)c2ccccc12 (stereo not given)	115	112	104	116	99	97	107	103	98
NC1(c2nc3ccc4[nH]ncc4c3c3c2CCCC3)CC1	94	91	59	73	63	49	/	76	63
C=C(C)[C@@H]1CC[C@]2(C(=O)OCCOCCOCC[P+](c3ccccc3)(c3ccccc3)c3ccccc3)CC[C@]3(C)[C@H](CC[C@@H]4[C@@]5(C)CC[C@H](C)C(C)(C)[C@@H]5CC[C@]43C)[C@@H]12	-72*	-75*	/	-80*	-90*	-90*	-88*	-83*	-94*
COC(=O)C1=C(\O)CCCC/C=C\1C(=O)O	96	98	94	94	103	88	104	101	66
O=C1CCCCC1Nc1ccc2ccccc2c1 (stereo not given)	94	71	79	87	64	72	76	56	90
C[C@]12C=CC(=O)C=C1CCC1C2C(=O)C[C@@]2(C)C1CC[C@]2(O)C(=O)CO (stereo not given in full)	103	129	94	105	/	115	114	113	129
CCOc1ccccc1NC(=O)c1cc2ccccc2cc1O	53	81	46	16	85	88	106	24	33
OC1c2cc(Cl)ccc2-c2c(Cl)cc(Cl)cc21 (stereo not given)	/	/	/	91	103	76	98	/	/
COc1ccc(C2C3(C#N)C(N)=NC(=C(C#N)C#N)C23C#N)cc1OC (stereo not given)	106	121	87	104	94	107	108	103	101
NC(=O)[C@@H]1Cc2ccccc2CN1C(=O)c1ccc2c(c1)Cc1ccccc1-2	87	87	81	89	98	86	80	83	89
NS(=O)(=O)c1ccc(N/N=C(/CS(=O)(=O)c2ccccc2)c2cc3cc(Br)ccc3oc2=O)cc1	101	92	85	88	91	91	99	92	94
CCOC(=O)C1=C(N)N(c2ccc(Cl)cc2)C2=C(C(=O)CC(C)(C)C2)C1c1cccnc1 (stereo not given)	100	95	93	101	88	79	100	94	99
COC(=O)C(Br)(C(=O)OC)C(Br)C(Br)C(Br)c1ccccc1 (stereo not given)	99	101	-70*	94	27	92	114	81	101

Four entries from above, field by field:
COc1cc2c(cc1-c1c(C)noc1C)ncc1nc(C3CCOCC3)n(C3CCC(OC(F)F)CC3)c12 (stereo not given)
  SNB-19: 75
  SF-268: 65
  CAKI-1: 43
  NCI-H23: 57
  SF-539: 57
  SNB-75: 13
  SF-295: 53
  U251: 76
  A498: 42
CC(CCc1ccccc1)NC(=O)c1n[nH]c(=O)c2ccccc12 (stereo not given)
  SNB-19: 115
  SF-268: 112
  CAKI-1: 104
  NCI-H23: 116
  SF-539: 99
  SNB-75: 97
  SF-295: 107
  U251: 103
  A498: 98
NC1(c2nc3ccc4[nH]ncc4c3c3c2CCCC3)CC1
  SNB-19: 94
  SF-268: 91
  CAKI-1: 59
  NCI-H23: 73
  SF-539: 63
  SNB-75: 49
  SF-295: /
  U251: 76
  A498: 63
C=C(C)[C@@H]1CC[C@]2(C(=O)OCCOCCOCC[P+](c3ccccc3)(c3ccccc3)c3ccccc3)CC[C@]3(C)[C@H](CC[C@@H]4[C@@]5(C)CC[C@H](C)C(C)(C)[C@@H]5CC[C@]43C)[C@@H]12
  SNB-19: -72*
  SF-268: -75*
  CAKI-1: /
  NCI-H23: -80*
  SF-539: -90*
  SNB-75: -90*
  SF-295: -88*
  U251: -83*
  A498: -94*

The listing picks up, starting two compounds before the break.
SMILES	SNB-19	SF-268	CAKI-1	NCI-H23	SF-539	SNB-75	SF-295	U251	A498
CCOC(=O)C1=C(N)N(c2ccc(Cl)cc2)C2=C(C(=O)CC(C)(C)C2)C1c1cccnc1 (stereo not given)	100	95	93	101	88	79	100	94	99
COC(=O)C(Br)(C(=O)OC)C(Br)C(Br)C(Br)c1ccccc1 (stereo not given)	99	101	-70*	94	27	92	114	81	101
O=C1CCCc2ccc([N+](=O)[O-])cc21	103	112	96	111	113	105	125	104	/
Cc1ccc([C@@H]2C[C@H](O)Cc3ccccc3N2)s1	120	106	95	91	97	98	107	100	91
CS(=O)(=O)N1CCN(S(=O)(=O)c2oc(-c3ccccc3)nc2C#N)CC1	93	99	96	/	109	88	120	90	102
C=CCn1c(C)nc2ccc(Nc3nc(Cl)nc4ccccc34)cc21	100	97	83	91	106	97	90	99	68
COC(=O)C(=[N+]=[N-])C(=O)c1ccccc1	100	106	103	106	103	95	112	97	78
Cc1nc2oc3ccccc3c(=O)c2cc1C(=O)NCc1ccccc1	85	83	52	86	93	81	43	65	93
Cc1ccc(S(=O)(=O)N(C)C)cc1[N+](=O)[O-]	102	101	99	104	103	106	104	103	89
COc1ccc2[nH]c(C(=O)N3CCN(C(=O)OCc4ccc5cccc(O)c5n4)CC3)cc2c1	67	70	87	70	78	64	71	54	77
COc1cc(Cn2ccc3c2-c2oncc2CCC3)cc(OC)c1OC	80	96	66	53	84	80	66	83	60
Cc1cccc(/C=C\C(=O)c2ccc(Br)cc2)c1	101	99	88	104	113	126	97	103	66
COc1nc(=O)n(C2OC(CO)C(O)C2O)cc1C (stereo not given)	104	104	102	99	94	87	107	102	111
O/N=C(/C(=N\O)c1ccco1)c1ccco1	98	104	98	99	100	96	108	94	83
FC(F)(F)c1ccc2c(c1)N(CCCN1CCN(C3CC3)CC1)c1ccccc1S2	43	-4.9*	17	27	94	/	3.2*	26	9.8*
Fc1ccc(-c2cc(-c3ccco3)nc(OCCn3ccnc3)n2)cc1	99	114	104	/	105	103	104	106	95
CC1N(C(=O)NCCCCCCNC(=O)N2C(C)C2(C)C)C1(C)C (stereo not given)	109	99	92	98	101	88	/	100	108
CCC(CC)CCC(=O)CC(C)C	104	106	92	106	99	66	/	102	108
O=C(CSc1nc2sc3c(c2c(=O)n1-c1ccccc1)CCCCC3)N/N=C/c1cccc([N+](=O)[O-])c1	84	44	60	54	0.0*	6.1*	76	49	84
O=C1NC(=C(Cl)Cl)/C(=N/S(=O)(=O)N2CCNCC2)N1	103	102	104	93	105	73	106	101	117
Cc1oc(-c2ccccc2Cl)cc1C(=O)Nc1ccccc1	96	99	77	93	99	59	95	/	93
CCOC(=O)c1cnc(N)nc1-c1ccccc1	97	106	90	101	94	78	124	100	107
N#C/C(=C\c1ccc(Cl)cc1)C(=O)Nc1ncc(Cc2ccc(Cl)c(Cl)c2)s1	99	83	44	96	85	85	91	86	99
NC1=NC2(NN1)C(=O)Nc1ccccc12 (stereo not given)	101	100	83	/	103	95	130	107	133
COc1ccc(C(=O)Nc2ncc(Cc3ccccc3Cl)s2)cc1	24	43	36	18	2.1*	29	7.7*	15	-8.1*
CC1(C)SC2c3ccccc3C(=O)N2C1C(=O)O (stereo not given)	105&103	104&104	98&101	106&99	105&97	83&88	99&113	102	96&86
O=C(CSc1nc2ccccc2c(=O)n1CCc1ccccn1)NNS(=O)(=O)c1ccc(Cl)cc1	92	93	93	102	89	89	114	101	80

The list continues.
SMILES	SNB-19	SF-268	CAKI-1	NCI-H23	SF-539	SNB-75	SF-295	U251	A498
Nc1onc(-c2ccccc2)c1[N+](=O)[O-]	95	99	96	105	98	96	108	95	105
CCOC(=O)c1c(N)sc2cc(OC(C)=O)c(Br)cc12	98	87	93	94	94	71	105	89	83
COc1ccc(-c2nc(-c3nc4ccc(C(F)(F)F)cc4[nH]3)c3ccccn23)cc1	70	72	68	74	91	69	46	72	18
O=C1Nc2ccc(Cl)cc2C12Nc1ccccc1S2 (stereo not given)	107	83	/	95	97	56	/	98	108
COC(=O)c1cc2cc(-c3ccc(OC)cc3)cnc2[nH]1	42	45	-2.4*	37	-27*	62	1.0*	13	28
CC1CN=C(COc2ccccc2Cc2ccccc2)N1 (stereo not given)	100	94	93	108	101	76	99	96	85
CCOc1ccccc1/C=N\NC(=O)c1cccc2ccccc12	98	102	98	98	101	92	100	97	81
N#Cc1cc([C@@H]2Nc3cc4[nH]ncc4cc3[C@H]3C4CCC(C4)[C@@H]23)ccc1F (stereo not given in full)	94	90	88	84	84	68	96	84	56
COc1ccc(-c2nn(-c3cccc(NC(=O)c4ccc(N5CCOCC5)c(C(F)(F)F)c4)c3)cc2-c2ccncc2)cc1Cl	81	71	48	83	41	47	10.0*	24	60
O=C(NCCC1CNC2CCCCC12)C1CCN(C(=O)C2CCC(F)CC2)CC1 (stereo not given)	99	90	82	94	96	97	97	96	100
Cc1ccc(C)c2c1sc1nc(N3CCCC3)c(C#N)c(=N)n12	/	100	80	98	99	84	99	99	129
CCn1cc(C(=O)O)c(=O)c2cc(F)c(N3CCN(C(=O)CCO[N+](=O)[O-])CC3)cc21	111	97	/	103	100	84	99	102	98
CCn1c(O)c(/C=N/NC(=O)C(C)c2ccc(CC(C)C)cc2)sc1=S (stereo not given)	38	33	35	39	-14*	-2.0*	16	16	17
Nc1nonc1-c1nc2ccccc2n1Cc1cc2c(cc1Cl)OCO2	103	94	73	85	93	77	76	92	102
COc1ccc(Cn2cc(CNC(=O)c3cccnc3Nc3ccc(OC)cc3)nn2)cc1	98	94	90	97	111	90	93	95	85
COc1ccc(-c2nn(-c3cccc(NC(=O)c4ccc5c(c4)OCCO5)c3)cc2-c2ccncc2)cc1Cl	71	35	15	46	-21*	2.6*	-26*	-9.6*	-19*
NC(=O)c1cc(I)ccc1NC(=O)/C=C/c1ccccc1	27	30	26	9.3*	-22*	30	-18*	22	-15*
Cc1c2c(cc[n+]1Cc1ccccc1)c1ccc(OCc3ccccc3)cc1n2Cc1ccccc1	-13*	-90*	-5.8*	-12*	-5.5*	-18*	-69*	-80*	-35*
CN(C)c1ccc(/C=C/C(=O)c2ccc(NC(=O)N3CCN(c4cc5c(cc4F)c(=O)c(C(=O)O)cn5C4CC4)CC3)cc2)cc1	90	86	90	87	100	75	94	92	/
O=C(/C=C/c1cccc(OC(F)(F)F)c1)Nc1ccc(C=C2c3ccccc3C(=O)c3ccccc32)cc1	90	100	75	75	98	83	88	70	/
Nc1ccccc1NS(=O)(=O)c1ccc(Cl)cc1	97	94	/	94	96	82	101	101	81
N#C/C(C(=O)Nc1ccccc1)=c1\s/c(=C\Nc2ccc(Br)cc2)c(=O)n1-c1ccccc1	91	104	80	102	93	106	89	107	143
CCOC(=O)c1c(C(=O)c2cn(C)c3ccc(Br)cc23)c(-c2cn(C)c3ccc(Br)cc23)n(NC(=O)OC(C)(C)C)c1C	51[100 µM]	82[100 µM]	44[100 µM]	87[100 µM]	48[100 µM]	-27*[100 µM]	33[100 µM]	61[100 µM]	87[100 µM]
COC(=O)c1sc2nc(N)c(C#N)c(C(=O)c3ccccc3)c2c1N	99	95	/	95	96	97	108	102	53
O=[N+]([O-])c1ccccc1C(=Nc1ccccc1)c1c(O)cc(O)cc1O	108	111	85	87	126	75	85	101	83

(listing goes on)
SMILES	SNB-19	SF-268	CAKI-1	NCI-H23	SF-539	SNB-75	SF-295	U251	A498
Cc1cc(C)c(CC(=O)O)c(C)c1	/	99	93	100	108	93	102	103	84
O=C(O)c1ccccc1C(=O)c1ccc2oc(=O)[nH]c2c1	96	102	119	100	102	95	116	112	104
CCOC(=O)N1CCN(c2nnc(C)c3ccccc23)CC1	107	101	90	104	/	101	94	96	77
Cc1cccc(Cl)c1N	108	105	93	100	111	100	102	108	107
COc1ccc(-c2c3c(nn2-c2ccc(OC)cc2)CCc2cnoc2-3)cc1	102	102	85	96	104	96	91	95	91
CSC1=C(C#N)C(N)=NNC(=Nc2ccccc2)S1	96	92	80	90	94	71	98	113	99
COc1ccc(C2c3ccc4ccccc4c3Oc3nc[nH]c(=O)c32)cc1 (stereo not given)	95	93	74	83	97	/	103	97	87
Cc1ccc(-n2c(-c3cc4c([nH]c5ccccc54)c(-c4cccc(O)c4)n3)n[nH]c2=S)cc1	4.5*	9.0*	7.3*	23	-27*	5.1*	-17*	-3.0*	-40*
Cc1c(C(N)=O)sc2[nH]c(=O)n(Cc3ccccc3)c(=O)c12	99	100	97	95	97	87	101	97	102
CCCC(=O)Nc1ccccc1C(=O)O	106	92	/	87	102	89	94	90	/
O=C1OC(=O)c2ccccc2C1=O	100	102	/	96	103	99	101	107	/
Cc1[nH]c(C(=O)Nc2cc(S(C)(=O)=O)ccc2O)c2c1C(=O)CCCC2	104	102	93	96	103	82	106	105	74
O=C(NCc1ccccc1)c1ccc2c(c1)NC(=O)[C@H]1CCCN21	104	96	/	92	100	79	98	103	88
COc1ccc(-c2nc(-c3ccccc3)cn3c2nc2ccccc23)cc1	103	88	87	86	102	71	100	101	107
Cn1cc(/C=C2\SC(=S)N(CCCC(=O)N3CCOCC3)C2=O)c2ccccc21	95	93	89	94	93	93	99	96	113

Screens from PubChem BioAssay.
